KDM4C inh = inhibitors of GASC-1 (KDM4C) histone demethylase, primary screen, biochemical, single concentration HTS | 96,000 compounds, 0.15% hits | inhibition, % at 12.5 µM | Lysine-specific demethylase 4C (Homo sapiens), Q9H3R0 | GST-KDM4C 2-372, H3K9me3 peptide, LANCE TR-FRET;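 active = mean replicate inhibition above about 25%, with at least 55% of replicates also reaching it, limit read from the data, passing the limit was not always enough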
Target sequence (Q9H3R0 2-372 limits assumed): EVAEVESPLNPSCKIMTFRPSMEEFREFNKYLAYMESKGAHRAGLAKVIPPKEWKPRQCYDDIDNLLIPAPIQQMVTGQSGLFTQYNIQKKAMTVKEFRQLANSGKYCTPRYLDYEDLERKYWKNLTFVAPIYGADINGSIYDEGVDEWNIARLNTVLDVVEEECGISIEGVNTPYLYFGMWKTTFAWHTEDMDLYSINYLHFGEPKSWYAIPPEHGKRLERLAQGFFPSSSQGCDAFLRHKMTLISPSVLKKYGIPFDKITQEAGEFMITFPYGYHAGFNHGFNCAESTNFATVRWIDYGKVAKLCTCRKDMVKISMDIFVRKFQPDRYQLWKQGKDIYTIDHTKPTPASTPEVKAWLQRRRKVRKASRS
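System: N-terminal GST-fused human GASC-1 (KDM4C) fragment, residues 2-372 / Amount: 10 nM GST-KDM4C in enzyme reaction / Also added: H3K9me3 peptide with Fe(II)/2OG / Times: 30 min demethylation and 1 h detection at room temperature / Signal: LANCE TR-FRET / Read-out basis: Fall in 671/618 emission ratio as inhibition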
Pf Dd2 inh = P. falciparum Dd2 growth inhibitors, primary screen, SYBR Green fluorescence, single dose replicates; 72 h; stronger effect = lower value; 94,000 compounds, 2.3% hits; AID 1159554, 2015; activity change, % at 10 µM; in the data active = activity change below about -80%
T cruzi growth = T. cruzi intracellular proliferation inhibitors, primary screen, cell-based, beta-gal Tulahuen parasites, NIH3T3 host, luminescence. AID 624255, 2012. inhibition, % at 8.34 µM. 77,000 compounds, 5.9% hits. T. cruzi beta-gal in NIH3T3, GalScreen luminescence, 90 h;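 active = mean inhibition above about 93%, with at least 55% of replicates each passing it, limit read from the data, passing the limit was not always enough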
C diff growth = C. difficile growth inhibitors, primary screen, HTS. Clostridium difficile clinical isolate growth, OD600, 24 h; stronger effect = lower value. growth activity, negative = inhibition, % at 16 µg/mL (by protocol). 86,000 compounds, 0.25% hits. AID 1259249, 2017;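 active = mean growth activity at or below -80% and every replicate also at or below -80%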;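 note: 0% = DMSO wells and -100% = levofloxacin 16 µg/mL wells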
* = called active by the depositor; / = no result given; & = joins results of further samples.

Start of the data: the first six records, ahead of the listing:
SMILES	KDM4C inh	Pf Dd2 inh	T cruzi growth	C diff growth
CC(C)C#Cc1ccc2c(c1)O[C@@H](CN(C)C(=O)c1ccccn1)[C@H](C)CN([C@H](C)CO)S2(=O)=O	2.3	-39.4	17.1	1.4
COCc1cn(CC[C@@H]2CC[C@H](NC(=O)Nc3ccc(Cl)cc3)[C@H](CO)O2)nn1	-2.4	2.1	-16.3	2.7
CO[C@@H]1CN(C)C(=O)c2ccc(NC(=O)c3cnccn3)cc2OC[C@@H](C)NC[C@H]1C	1.9	19.3	-9.1	/
COc1ccc(C#Cc2ccc([C@H]3[C@H](CO)N4CCCCN(S(=O)(=O)c5ccccc5)C[C@@H]34)cc2)cc1	1.1	-63.5	53.7	63.7
NCC[C@H]1CC[C@H](NS(=O)(=O)c2ccccc2F)[C@@H](CO)O1	0.9	-13.1	31.7	/
COCC(=O)Nc1ccc2c(c1)[C@H]1C[C@@H](CC(=O)N[C@H](C)c3ccccc3)O[C@@H](CO)[C@H]1O2	0.6	-6.0	19.1	-8.8

The listing, previewed entries included:
SMILES	KDM4C inh	Pf Dd2 inh	T cruzi growth	C diff growth
CC(C)C#Cc1ccc2c(c1)O[C@@H](CN(C)C(=O)c1ccccn1)[C@H](C)CN([C@H](C)CO)S2(=O)=O	2.3	-39.4	17.1	1.4
COCc1cn(CC[C@@H]2CC[C@H](NC(=O)Nc3ccc(Cl)cc3)[C@H](CO)O2)nn1	-2.4	2.1	-16.3	2.7
CO[C@@H]1CN(C)C(=O)c2ccc(NC(=O)c3cnccn3)cc2OC[C@@H](C)NC[C@H]1C	1.9	19.3	-9.1	/
COc1ccc(C#Cc2ccc([C@H]3[C@H](CO)N4CCCCN(S(=O)(=O)c5ccccc5)C[C@@H]34)cc2)cc1	1.1	-63.5	53.7	63.7
NCC[C@H]1CC[C@H](NS(=O)(=O)c2ccccc2F)[C@@H](CO)O1	0.9	-13.1	31.7	/
COCC(=O)Nc1ccc2c(c1)[C@H]1C[C@@H](CC(=O)N[C@H](C)c3ccccc3)O[C@@H](CO)[C@H]1O2	0.6	-6.0	19.1	-8.8
Cc1noc(C)c1NC(=O)Nc1cccc2c1O[C@@H](CN(C)Cc1ccc(Cl)c(Cl)c1)[C@H](C)CN([C@H](C)CO)C2=O	-1.9	-10.4	70.1	-8.3
O=C1CN(S(=O)(=O)Cc2ccccc2)C[C@@H]2[C@@H](c3ccc(C#Cc4cccnc4)cc3)[C@@H](CO)N12	-1.2	-25.1	/	-2.8
CCCNC(=O)NC[C@H]1[C@H](c2ccc(C3=CCCCC3)cc2)[C@@H](CO)N1C(C)=O	0.3	2.2	31.4	-2.9
CCCNC(=O)[C@H]1[C@H](CO)[C@H]2Cn3c(ccc(-c4ccccc4F)c3=O)[C@H]2N1C	4.3	25.3	/	1.5
Cc1noc(C)c1NC(=O)Nc1ccc2c(c1)C(=O)N([C@H](C)CO)C[C@H](C)[C@H](CN(C)C(=O)Nc1ccc3c(c1)OCO3)O2	-0.8	-8.6	-30.9	-4.0
C[C@@H]1CN([C@@H](C)CO)C(=O)c2cc(NS(=O)(=O)c3ccc(F)cc3)ccc2O[C@@H](C)CCCCO[C@H]1CN(C)C(=O)Nc1cccc2ccccc12	5.2	-85.8*	100.4*	-7.8

Part of the list above in order of length of the SMILES, highest first.
SMILES	KDM4C inh	Pf Dd2 inh	T cruzi growth	C diff growth
CO[C@@H]1CN(C)C(=O)c2ccc(NC(=O)c3cnccn3)cc2OC[C@@H](C)NC[C@H]1C	1.9	19.3	-9.1	/
CCCNC(=O)NC[C@H]1[C@H](c2ccc(C3=CCCCC3)cc2)[C@@H](CO)N1C(C)=O	0.3	2.2	31.4	-2.9
COCc1cn(CC[C@@H]2CC[C@H](NC(=O)Nc3ccc(Cl)cc3)[C@H](CO)O2)nn1	-2.4	2.1	-16.3	2.7

(more compounds)
SMILES	KDM4C inh	Pf Dd2 inh	T cruzi growth	C diff growth
COc1ccc(-c2ccc3c(c2)[C@@H]2[C@@H](CCN2C(=O)CN2CCOCC2)[C@@H](CO)N3)cc1	0.2	-12.3	60.0	-19.2
COCC#Cc1ccc2c(c1)O[C@@H](CN(C)C(=O)Nc1ccccc1F)[C@H](C)CN([C@@H](C)CO)S2(=O)=O	-0.9	-58.3	48.7	-1.9
C[C@H]1CN([C@@H](C)CO)C(=O)c2cccc(NC(=O)Nc3ccc4c(c3)OCO4)c2O[C@@H]1CN(C)Cc1ccc(C(=O)Nc2ccccc2N)cc1	1.5	-85.2*	/	4.6
CN1c2ccc(-c3cccc(F)c3)cc2[C@H]2[C@H](CCN2C(=O)Cc2ccccc2)[C@@H]1CO	-2.3	13.2	27.8	43.7
C[C@H](CO)N1C[C@H](C)[C@@H](CN(C)Cc2ccc(Cl)c(Cl)c2)OCCCC[C@H](C)Oc2ccc(NC(=O)CCC(F)(F)F)cc2C1=O	/	2.3	79.9	7.8
CC(C)NC(=O)N(C)C[C@@H]1Oc2ccc(NC(=O)Cc3cn(C)c4ccccc34)cc2C(=O)N([C@H](C)CO)C[C@@H]1C	-0.6	2.4	5.0	-1.9
CN1C(=O)c2cc(NC(=O)c3ccc(F)c(F)c3)ccc2OC[C@@H]2O[C@@H](CC(=O)N3CCCCC3)CC[C@@H]21	-1.1	-26.9	5.4	-3.9
COc1ccc(C#Cc2ccc([C@@H]3[C@@H](CO)N4C(=O)CN(C(=O)C5CCOCC5)C[C@H]34)cc2)cc1	-0.6	24.1	/	-21.2
COCC#Cc1ccc2c(c1)O[C@@H](CN(C)C(=O)CC1CC1)[C@@H](C)CN([C@@H](C)CO)S2(=O)=O	-1.0	-59.1	60.7	-0.2
CC(C)NC(=O)N[C@H]1C=C[C@H](CC(=O)NCc2ccc(Oc3ccccc3)cc2)O[C@H]1CO	-0.3	-1.2	-6.3	2.0
C[C@@H]1CN([C@@H](C)CO)C(=O)c2cc(NS(C)(=O)=O)ccc2O[C@@H]1CN(C)S(=O)(=O)c1ccccc1	4.0	15.5	18.3	-1.6
COc1cccc(NC(=O)N[C@H]2CC[C@H](CC(=O)NCc3ccncn3)O[C@@H]2CO)c1	-0.2	-3.5	-48.9	/
C[C@@H]1CN([C@@H](C)CO)C(=O)Cc2cc(NC(=O)CCN3CCOCC3)ccc2O[C@H]1CN(C)C(=O)Nc1ccc2c(c1)OCO2	0.4	4.1	23.6	2.8
O=C(C[C@H]1CC[C@@H](NS(=O)(=O)c2ccc(F)cc2)[C@@H](CO)O1)NCCc1ccncc1	-1.5	32.2	-32.8	-0.2
O=C(C[C@H]1CC[C@H]2[C@@H](COC[C@@H](O)CN2S(=O)(=O)c2ccc(F)cc2)O1)NCc1ccc(Cl)c(Cl)c1	0.0	-8.5	42.4	1.3
C[C@@H]1CN([C@H](C)CO)C(=O)c2cc(C3=CCCCC3)cnc2O[C@H]1CN(C)C(=O)Cc1cccnc1	-0.3	-8.2	60.2	4.8
CCC(=O)Nc1ccc2c(c1)OC[C@H](C)NC[C@@H](C)[C@H](OC)CN(C)C2=O	-0.5	/	-0.2	-0.3
COc1ccc(NC(=O)N(C)C[C@H]2Oc3ncc(C4=CCCC4)cc3C(=O)N([C@@H](C)CO)C[C@@H]2C)cc1	0.1	-37.8	13.0	-8.4
C[C@@H]1CN([C@@H](C)CO)C(=O)c2cccc(NC(=O)c3ccncc3)c2O[C@@H]1CN(C)Cc1ccc(C(=O)O)cc1	-2.3	-7.8	/	3.3&1.8
C[C@H](CO)N1C[C@H](C)[C@@H](CN(C)C(=O)Nc2ccc(C(F)(F)F)cc2)Oc2ccc(NC(=O)C3CC3)cc2CC1=O	1.5	1.3	52.0	1.8
CCC(=O)Nc1ccc2c(c1)C(=O)N(C)C[C@@H](OC)[C@@H](C)CN(C(C)=O)[C@H](C)CO2	-1.2	/	-23.0	-2.7
CN1C(=O)c2cc(NC(=O)C3CC3)ccc2OC[C@@H]2O[C@H](CC(=O)NCc3ccccc3F)CC[C@@H]21	4.6	3.5	/	-2.3
COc1ccc2c3c(n(C)c2c1)[C@@H](CO)N(C(=O)CC1CC1)CC31CN(C(=O)C2CC2)C1	-0.6	2.9	/	-2.7
Cc1ccc(S(=O)(=O)N2CC[C@@H]3[C@H](CO)Nc4ccc(C#Cc5ccc(F)cc5)cc4[C@@H]32)cc1	-6.7	-3.0	-11.3	-11.6
CNC[C@@H]1Oc2ccc(NC(=O)CCN3CCOCC3)cc2CC(=O)N([C@@H](C)CO)C[C@H]1C	1.8	13.3	-19.1	0.9

Single entries from the list.
C diff growth, COc1ccc(NC(=O)N(C)C[C@H]2Oc3ncc(C4=CCCC4)cc3C(=O)N([C@@H](C)CO)C[C@@H]2C)cc1 = -8.4
KDM4C inh, COc1ccc2c3c(n(C)c2c1)[C@@H](CO)N(C(=O)CC1CC1)CC31CN(C(=O)C2CC2)C1 = -0.6
C diff growth, CCC(=O)Nc1ccc2c(c1)C(=O)N(C)C[C@@H](OC)[C@@H](C)CN(C(C)=O)[C@H](C)CO2 = -2.7
